Screening results: PubChem, The Scripps Research Institute Molecular Screening Center
Tn7 DDE FP – disrupts Tn7 cyclic peptide binding to fibrin D-Dimer-E complex. P02675. FP displacement of FITC-Tn7 peptide from fibrin DD(E); 0% = median of compound wells per plate. inhibition, % at 8.3 µM. 370,000 tested, 0.13% active;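 active = inhibition above the mean of compounds falling within the control limits plus 3 SD of them, cut at about 14% in these data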;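 also: 0% = plate median of compound wells and 100% = 10 µM Aha-Tn7 peptide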
Target sequence (P02675 whole entry, looked up): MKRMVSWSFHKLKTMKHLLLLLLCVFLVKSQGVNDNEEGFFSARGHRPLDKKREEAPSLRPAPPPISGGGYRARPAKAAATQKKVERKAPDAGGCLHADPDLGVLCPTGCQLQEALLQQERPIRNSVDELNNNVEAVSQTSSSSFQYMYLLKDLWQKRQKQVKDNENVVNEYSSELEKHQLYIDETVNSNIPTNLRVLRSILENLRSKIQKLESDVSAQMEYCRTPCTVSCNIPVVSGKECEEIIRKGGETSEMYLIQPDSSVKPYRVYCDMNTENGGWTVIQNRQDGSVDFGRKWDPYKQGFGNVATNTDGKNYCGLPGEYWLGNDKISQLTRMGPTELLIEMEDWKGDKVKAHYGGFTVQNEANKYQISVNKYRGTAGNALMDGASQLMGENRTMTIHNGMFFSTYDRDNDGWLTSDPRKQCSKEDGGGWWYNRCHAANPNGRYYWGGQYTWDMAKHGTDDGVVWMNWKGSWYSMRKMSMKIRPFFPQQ
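Measure: % inhibition scaled between sample-field median and high-control FP; Test system: human fibrin DD(E); Quantity: 2 µM final DD(E) protein; Doses: one dose, 8.3 µM nominal; Schedule: compound with protein 10 min, then 3 h after probe, room temperature; Detection: fluorescence polarization; Medium: Tris buffer with calcium and detergent, pH 7.8.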
LEDGF integ inh – blocks HIV-1 LEDGF/p75-dependent DNA integration | inhibition, % at 3.7 µM | 370,000 tested, 0.64% active | TR-FRET IN-LEDGF/p75 DNA integration, Eu/Cy5;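 active = inhibition above the screen-wide mean plus 3 SD, cut at about 13% in these data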;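 also: signal is the Cy5 over europium emission ratio at 671 and 618 nm; 0% = plate median of compound wells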
SIAE inh – inhibitors of human sialic acid acetylesterase SIAE | 370,000 tested, 0.69% active | Q9HAT2 | SIAE FP-Rh probe binding, fluorescence polarization | inhibition, % at 9.66 µM;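 active = inhibition above a cutoff: mean of compounds within the control limits plus 3 SD of those, cut at about 17% in these data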;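 also: 0% = plate median of compound wells and 100% = probe without SIAE protein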
TCR-CD3 inh – human TCR-CD3 binding inhibition | 360,000 tested, 0.37% active | AID 651800 | inhibition, % at 9.4 µM | TAMRA-labeled TCR probe fluorescence, biochemical; in the data active = inhibition above about 19%;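 also: recombinant mutant TCR 2C K166C tagged with TAMRA read by polarization; 0% = receptor in buffer alone and 100% = receptor with positive control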
UHRF1 binding – blocks human UHRF1 binding to methylated DNA. AID 687016. Q96T88. inhibition, % at 4.4 µM. UHRF1 binding to methylated oligo, TR-FRET. 370,000 tested, 0.75% active; in the data active = inhibition above about 21%;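 also: UHRF1 SRA domain binding a hemimethylated CpG hairpin DNA probe; 0% = median of test compound wells and 100% = reference inhibitor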
KLK7 zymogen act – activates the human kallikrein-7 zymogen | 370,000 tested, 0.9% active | activation, % at 7 µM | purified proKLK7, EDANS-DABCYL substrate fluorescence; 100% is mature enzyme control, 0% vehicle;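 active = activation above the mean of all tested compounds plus 3 SD, computed per campaign excluding outliers beyond control limits, cut at about 13% in these data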
TDP2 absorb – TDP2 (human) inhibition, absorbance primary screen | O95551 | recombinant TDP2, T5PNP hydrolysis, p-nitrophenol absorbance 415 nm | inhibition, % at 12.8 µM | 370,000 tested, 0.34% active;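 active = inhibition above the mean of all tested compounds plus 3 SD, set per campaign, cut at about 25% in these data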;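 also: 0% = DMSO with enzyme and 100% = buffer with substrate but no TDP2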
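Read-out basis: percent inhibition. System: recombinant human TDP2. Buffer or medium: Mg2+-containing Tris-HCl buffer, pH 7.5. Repeats: single replicate. Timing: reaction 2 h, 37 °C. Benchmarks: high control without enzyme, low control DMSO plus TDP2. Probe or stimulus: 5 mM T5PNP. Doses: 12.8 µM only. Measured by: epi absorbance of p-nitrophenol freed from T5PNP by hydrolysis.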
PRMT1 inh – blocks human protein arginine methyltransferase 1 | inhibition, % at 2.79 µM | recombinant PRMT1, activity-based probe fluorescence polarization | 370,000 tested, 1.3% active;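 active = inhibition above about 21% made by adding two undisclosed values, limit read from the data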
Target sequence (Q99873 whole entry, looked up): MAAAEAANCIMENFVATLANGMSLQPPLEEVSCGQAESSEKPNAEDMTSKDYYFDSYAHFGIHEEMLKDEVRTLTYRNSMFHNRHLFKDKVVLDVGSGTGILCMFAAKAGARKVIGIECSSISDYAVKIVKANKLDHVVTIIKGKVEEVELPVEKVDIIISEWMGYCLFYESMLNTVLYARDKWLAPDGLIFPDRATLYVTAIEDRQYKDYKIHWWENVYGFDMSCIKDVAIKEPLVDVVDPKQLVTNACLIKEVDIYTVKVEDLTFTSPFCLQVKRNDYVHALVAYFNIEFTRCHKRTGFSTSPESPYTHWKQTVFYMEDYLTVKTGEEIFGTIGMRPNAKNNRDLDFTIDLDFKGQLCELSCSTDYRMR
MBD2 DNA inh – blocks human MBD2 binding to methylated DNA; Q9UBB5; TR-FRET, MBD2 binding to methylated oligonucleotide; inhibition, % at 4.4 µM; 370,000 tested, 0.31% active; in the data active = inhibition above about 13%
Tn6 DDE FP – inhibitors of Tn6 peptide binding to human fibrin DD(E). P02675. Fibrin DD(E) TRITC-Tn6 fluorescence polarization displacement. 370,000 tested, 0.21% active. inhibition, % at 8.3 µM;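 active = inhibition above a per-campaign cutoff: mean of compounds within control limits plus 3 SD, cut at about 15% in these data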;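 also: 0% = median of all compound wells on the plate and 100% = blocking peptide control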
Numbers without * were called inactive; . = no result given.

KLK7 zymogen act	SIAE inh	Tn6 DDE FP	TCR-CD3 inh	Tn7 DDE FP	MBD2 DNA inh	LEDGF integ inh	TDP2 absorb	UHRF1 binding	PRMT1 inh	SMILES
-0.7	-11	3	1	5	2	5	4	1	17	COc1ccc(NC(=S)NNc2ccc(S(=O)(=O)Nc3ccccc3C(=O)O)cc2[N+](=O)[O-])cc1
0.2	0	1	7	5	-1	-1	-7	-1	0	CN(C)C(CNC(=O)c1cc2ccccc2oc1=O)c1ccccc1 (centres undefined)
-0.2	1	6	0	0	0	0	2	-1	-1	O=C(NC(=S)Nc1ccccc1N1CCOCC1)c1ccco1
-0.1	4	6	5	1	-4	1	-2	3	-2	Cc1cccc(-c2nnn(C/C(N)=N/O)n2)c1
0.3	4	-5	2	-5	2	0	-8	-3	-1	COc1ccc(NC(C)=O)cc1NS(=O)(=O)c1cn(C)c(=O)n(C)c1=O
-0.1	-2	-2	5	7	-5	6	6	0	-7	O=C(O)CSc1nnc(-c2ccccc2Br)n1-c1cccc(C(F)(F)F)c1
1.0	-1	4	15	-1	-3	-3	-14	-2	-4	CC1CN(Cc2cc(=O)[nH]c(C3CC3)n2)CC(C)O1 (centres undefined)
0.1	1	-8	2	-5	3	48*	54*	8	-2	COc1ccc(/C=N/Nc2nnc(C)n2N)cc1OC

Next part
KLK7 zymogen act	SIAE inh	Tn6 DDE FP	TCR-CD3 inh	Tn7 DDE FP	MBD2 DNA inh	LEDGF integ inh	TDP2 absorb	UHRF1 binding	PRMT1 inh	SMILES
-0.5	5	-3	7	-2	2	2	-4	-3	-5	Cc1sc2nc(CN3CCCCC3)nc(N3CCN(C(=O)c4ccco4)CC3)c2c1C
.	4	-1	.	4	4	0	-2	2	6	CC(C)(C)[C@@H]1/C(=C/C2CC2)N2C(=O)C[C@@H](c3ccccc3)N=C2N1Cc1ccc2c(c1)OCO2
0.5	2	5	-5	-2	-6	2	-1	0	-2	C=CCn1cnc2scc(-c3ccccc3)c2c1=O
0.0	6	10	0	-6	1	-1	-3	-2	1	CCOC(=O)CNC(=S)N1CCn2c(nc3ccccc32)C1
0.4	-2	-4	6	2	-2	-4	-10	4	8	COC1CCN(C(=O)c2ccc(OC3CCN(Cc4ccccn4)CC3)cc2)CC1
-0.5	2	8	-3	1	5	-2	3	3	2	Cc1cccn2c(/C=N/OCc3ccc(F)cc3)c(-c3ccc(Cl)cc3)nc12
3.3	4	10	4	6	-4	0	6	-3	-1	COCCN1CCCc2nc(-c3ccc(Br)cc3)ccc21
0.7	9	3	-2	-1	-1	-4	1	6	-4	O=C(O)C1C2CCC(O2)C1C(=O)Nc1cnn(Cc2ccccc2)c1 (centres undefined)

One compound at a time (already shown). Order of values: KLK7 zymogen act, SIAE inh, Tn6 DDE FP, TCR-CD3 inh, Tn7 DDE FP, MBD2 DNA inh, LEDGF integ inh, TDP2 absorb, UHRF1 binding, PRMT1 inh
Record of `COC1CCN(C(=O)c2ccc(OC3CCN(Cc4ccccn4)CC3)cc2)CC1` → 0.4, -2, -4, 6, 2, -2, -4, -10, 4, 8
Record of `COCCN1CCCc2nc(-c3ccc(Br)cc3)ccc21` → 3.3, 4, 10, 4, 6, -4, 0, 6, -3, -1

Following part:
KLK7 zymogen act	SIAE inh	Tn6 DDE FP	TCR-CD3 inh	Tn7 DDE FP	MBD2 DNA inh	LEDGF integ inh	TDP2 absorb	UHRF1 binding	PRMT1 inh	SMILES
0.4	3	4	7	1	-3	3	5	-3	-2	COCCNC(=O)C1CCCN(C(=O)c2ccc(F)c(C)c2)CC1 (centres undefined)
-0.5	-6	1	6	-3	6	1	-2	2	8	O=C1OC(Cc2ccccn2)C(=O)C1=C1SCCS1 (centres undefined)
-1.2	5	3	.	3	-4	-1	-5	-3	-2	c1ccc(-c2cccc3[nH]cc(-c4ccccc4)c23)cc1
1.0	-4	-1	-5	-7	-3	-4	7	-2	5	COc1cccc2c(=O)cc(C)n(CC(=O)Nc3cccc(C)c3)c12
-0.7	7	-2	0	-9	-1	-3	3	2	-3	Cc1ccc(-n2c(C)nc3c(cnn3-c3ccc(F)cc3)c2=O)cc1
0.0	9	-2	.	0	3	0	4	0	-2	COc1ccc(C2C(C(=O)N3CCOCC3)CC(=O)N2c2ccc(OC)cc2)cc1 (centres undefined)
-0.5	-8	-10	-7	4	-6	9	-14	4	-4	COc1cc(/C=N\NC(=O)c2ccc(Cl)cc2)ccc1Oc1ccc([N+](=O)[O-])cn1
5.1	-1	-7	3	-3	-2	-3	-2	-1	3	COc1ccc(OC)c(/C=C/C(=O)Nc2ccc(OC)nc2)c1

Additional results:
KLK7 zymogen act	SIAE inh	Tn6 DDE FP	TCR-CD3 inh	Tn7 DDE FP	MBD2 DNA inh	LEDGF integ inh	TDP2 absorb	UHRF1 binding	PRMT1 inh	SMILES
-7.0	2	-3	10	6	2	0	4	-6	-1	COc1ccc2cc3cc(C(=O)NCCN4CCc5ccccc5C4)sc3nc2c1
0.1	1	-4	-5	-6	8	-1	2	0	3	CCOC(=O)C1CCCN(C(=O)c2ccc(N(C)C)cc2)CC1 (centres undefined)
0.0	1	3	-2	14*	7	2	-13	1	2	CC(C)(C)c1cc(C(=O)N/N=C/c2ccc(F)cc2)n(-c2ccccc2)n1
0.2	0	8	1	1	-2	-1	-1	-5	-1	O=C(O)c1ccc(S(=O)(=O)c2ccc3c(c2)C(=O)N(c2ccc(Br)cc2)C3=O)cc1
-0.2	8	-10	-1	2	2	-2	6	9	1	CCOc1ccc(NC(=O)CN2CCN(c3ccccc3C)CC2)cc1S(=O)(=O)N1CCCC1
-0.2	-13	-1	2	0	5	-2	-6	0	-1	CC(C)c1ccc(/C=N/NC(=O)CN(c2cccc(Cl)c2Cl)S(C)(=O)=O)cc1
0.0	14	8	5	2	-2	2	3	-3	-3	CCOC(=O)c1cnc2ccc(C)cc2c1OCc1cc(F)cc(F)c1
0.0	-1	4	-3	-2	-1	0	-5	2	-3	N#Cc1ccccc1OCC(=O)Nc1ccccc1C(=O)NC1CC1

Remaining list, next part:
KLK7 zymogen act	SIAE inh	Tn6 DDE FP	TCR-CD3 inh	Tn7 DDE FP	MBD2 DNA inh	LEDGF integ inh	TDP2 absorb	UHRF1 binding	PRMT1 inh	SMILES
1.4	-1	3	1	-6	-3	-1	5	0	0	O=S(=O)(c1cccc2nsnc12)N1CCN(C/C=C\c2ccccc2)CC1
0.6	0	-6	1	0	4	-2	1	1	0	CCCCC1S/C(=N/N=C/c2ccco2)NC1=O (centres undefined)
0.0	6	2	4	-1	-4	-2	3	0	-2	O=C(Nc1c(Cl)cc(Cl)cc1C(=O)NCCN1CCOCC1)c1cccc([N+](=O)[O-])c1
0.1	-1	-6	-1	-5	-1	1	2	2	-2	Cc1ccc(S(=O)(=O)N2[C@@H](c3ccccc3F)C(C(=O)O)=CC[C@H]2c2ccc(C(C)C)cc2)cc1
-0.2	6	0	2	4	4	-1	17	0	1	COc1ccc(CNC(=S)N2CCN(Cc3ccccc3)CC2)cc1
-1.4	5	3	3	-2	-1	0	10	-3	2	CCOc1ccc(NS(=O)(=O)N(C)C)cc1
0.2	-8	-2	2	-5	-2	2	-5	0	-1	COc1ccc(S(=O)(=O)N(C)C)cc1NC(=O)[C@H](Cc1ccccc1)N1C(=O)c2ccccc2C1=O
28*	0	-4	.	-7	2	2	3	0	2	O=C(Nc1c(-c2ccccc2)nc2ncccn12)C1CC1

The list continues.
KLK7 zymogen act	SIAE inh	Tn6 DDE FP	TCR-CD3 inh	Tn7 DDE FP	MBD2 DNA inh	LEDGF integ inh	TDP2 absorb	UHRF1 binding	PRMT1 inh	SMILES
0.1	-10	-6	2	2	-3	2	8	0	4	Cc1ccc(-n2nc3c(c2NC(=O)c2cc4ccccc4o2)CS(=O)(=O)C3)cc1
0.5	-24	-12	-1	-6	-3	-2	-23	2	-3	COC(=O)c1cc2cc(NS(=O)(=O)c3ccc(C)cc3)ccc2s1
-0.2	3	-13	-4	1	0	-2	3	2	6	O=C(NCc1ccccc1F)C1CCC(=O)N(Cc2ccc(Cl)cc2)C1 (centres undefined)
0.3	1	5	7	-2	0	-2	10	0	-2	O=C1NC2(CCCCC2)OC12CCCCC2
-0.3	2	-2	-3	-7	1	1	-5	2	0	CCOc1cc2c(cc1OCC)C(c1ccccc1)N(c1ccc(C(=O)O)cc1)C(=O)C2 (centres undefined)
-0.1	-3	7	-10	-6	-4	3	-2	1	2	CCCC(=O)NC(=S)Nc1ccccc1C(F)(F)F
-0.3	8	-4	6	6	5	-4	-2	2	1	Cn1c(SCC(=O)c2ccc(O)c(O)c2)nnc1-c1ccccc1
-0.1	-4	3	1	4	-3	-2	3	-15	2	Cc1ncc(/C=C2\C(=O)Nc3ccccc32)[nH]1

(cont.)
KLK7 zymogen act	SIAE inh	Tn6 DDE FP	TCR-CD3 inh	Tn7 DDE FP	MBD2 DNA inh	LEDGF integ inh	TDP2 absorb	UHRF1 binding	PRMT1 inh	SMILES
-0.4	2	2	-2	7	1	-3	2	3	-1	C=CCN(c1ccc(F)cc1)S(=O)(=O)c1cc(C(=O)OCC(=O)N(C)C2CCS(=O)(=O)C2)ccc1Cl (centres undefined)
-0.6	-1	4	5	-3	2	-3	3	-3	2	C=CS(=O)(=O)N(Cc1ccccc1Br)[C@H](CO)CC(C)C
0.0	2	7	-6	-5	-6	-1	2	0	5	O=C(c1nc2ccccn2c1CN1CCCC(c2nc3ccccc3o2)C1)N1CCCC1 (centres undefined)
1.9	-2	0	5	-1	-2	-1	10	-3	4	Cc1ccnc(NCc2c(O)ccc3ccccc23)c1
0.1	-2	0	-6	8	-4	7	-17	8	-2	CCC(=O)N1CCc2cc(Br)cc(S(=O)(=O)N(C)c3ccc(OC)cc3OC)c21
-0.5	5	-8	.	3	4	2	3	2	2	N#Cc1ccc(CSc2nc3sc4c(c3c(=O)n2-c2ccc(Br)cc2)CCCC4)cc1
0.5	1	-7	-6	-3	1	-1	-10	7	12	CCOC(=O)[C@]12CCC=C1N(Cc1cccc3ccccc13)C(=O)[C@H](CC(=O)N1CCN(C(=O)c3ccco3)CC1)C2
-0.5	-10	-3	-9	1	7	5	-12	6	7	CC(=O)Nc1ccccc1C(=O)C(=O)Nc1ccc(C(=O)N2CCOCC2)cc1
-0.7	1	-9	5	-5	-1	-2	-1	1	2	C=CCn1c(SCC(=O)c2ccccc2)nnc1-c1cc2ccccc2o1
